Assay outcomes (PubChem BioAssay)
E coli WT inh: growth inhibitors of wild type E. coli, primary screen, strain BW25113 wild type, absorbance readout; E. coli BW25113 growth inhibition, OD600; inhibition, % at 10 µM; 20,000 tested, 0.05% active; AID 552, 2006; in the data active means inhibition above about 40%;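 further: bacteria exposed to compound for 20 hours at 37 °C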
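System: bacterial strain in a whole-cell growth screen; medium: LB broth with 50 µg/mL kanamycin; detection: absorbance at 615 nm; schedule: 20 h exposure, 37 °C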
* = called active by the depositor.

[1] CCCCn1c(O)c(C(C)=Nc2cccc(C(=O)O)c2)c(=O)[nH]c1=O
  E coli WT inh: 2.0

[2] CC#CP(=O)(OCC)C(O)(c1ccccc1)C(F)(F)F (centres undefined)
  E coli WT inh: -2.1

[3] O=C(O)c1nonc1-c1nonc1C(=O)O
  E coli WT inh: 3.8

[4] CC(=O)[C@H]1CC[C@H]2[C@@H]3CC[C@H]4C[C@H](O)CC[C@]4(C)[C@H]3C(=O)C[C@]12C
  E coli WT inh: 8.4

[5] O=C(COc1ccc2ccccc2c1)N1CCN(C2CCN(Cc3ccccc3)CC2)CC1
  E coli WT inh: -3.0

[6] c1ccc2c(c1)OCC(C1=NCCN1)O2 (centres undefined)
  E coli WT inh: 11.9

[7] NCCc1ccc(O)cc1
  E coli WT inh: -4.8

[8] COc1ccc(-c2cc(C(F)(F)F)n3nc(C(=O)N4CCC5(CC4)OCCO5)cc3n2)cc1OC
  E coli WT inh: -10.2

[9] Cc1cc(OC(=O)CCNC(=O)OC(C)(C)C)c2c3c(c(=O)oc2c1)CCC3
  E coli WT inh: -18.1

[10] c1cncc(CNC2=NCCCCC2)c1
  E coli WT inh: 0.2

[11] Cc1ccccc1-n1c(O)c(C=NCCN2CCOCC2)c(=O)[nH]c1=O
  E coli WT inh: -6.4

[12] CN(C)CCN=Cc1c(O)n(-c2cccc3ccccc23)c(=O)[nH]c1=O
  E coli WT inh: -6.2

[13] COc1ccc(CCn2c(O)c(C=NCc3cccnc3)c(=O)[nH]c2=O)cc1OC
  E coli WT inh: -12.1

[14] O=C(c1ccncc1)C12CN3CN(CN(C3)C1)C2
  E coli WT inh: -0.1

[15] O=C(COc1ccc(S(=O)(=O)N2CCCCC2)cc1)N1CCN(Cc2ccccc2)CC1
  E coli WT inh: 0.5

[16] CCn1c(C)c(C(=O)O)c2cc(OC)ccc21
  E coli WT inh: 1.7

[17] CC(=NCc1cccnc1)c1c(O)n(Cc2ccccc2)c(=O)[nH]c1=O
  E coli WT inh: 11.5

[18] CC1(C)C(c2ccccc2)=NC(c2cccnc2)N1O (centres undefined)
  E coli WT inh: -3.9

[19] C=CCOc1ccc(CC2C(=O)N(C)C(=O)N(C)C2=O)cc1
  E coli WT inh: -15.7

[20] CC1=C(C(=O)N2CCC3(CC2)OCCO3)C2(CCC(C)CC2)OC1=O (centres undefined)
  E coli WT inh: -3.7

[21] CC(C)[C@@]1(NC(=O)[C@@H]2C[C@@H]3c4cccc5[nH]cc(c45)C[C@H]3N(C)C2)O[C@@]2(O)[C@@H]3CCCN3C(=O)[C@H](Cc3ccccc3)N2C1=O
  E coli WT inh: -1.1

[22] Cc1ccc(-n2c(O)c(C=NCCN3CCOCC3)c(=O)[nH]c2=O)cc1
  E coli WT inh: -4.0

[23] CP(C)(=O)CCC(=O)O
  E coli WT inh: 3.8

[24] Cc1ccc(C2SCC(=O)Nc3c2c(=O)[nH]n3C2CCOC(C)(C)C2)cc1 (centres undefined)
  E coli WT inh: -10.6

[25] CNCCc1c[nH]c2ccccc12
  E coli WT inh: 3.5

[26] CC1(C)CC(=O)C=C(NCCN2CCN(C(=O)Cc3ccc(Cl)cc3)CC2)C1
  E coli WT inh: -2.5

[27] C=CCN1C(=O)C2(C(C(=O)OCC)=C(N)Oc3c2c(=O)oc2ccccc32)c2ccccc21 (centres undefined)
  E coli WT inh: 6.0

[28] CC(C)=CCC12CN3CCN(CC(C3)C1=O)C2
  E coli WT inh: -16.1

[29] Cc1ccc(C)c(NC(=O)CSc2nnc([C@@H](N)Cc3c[nH]c4ccccc34)o2)c1
  E coli WT inh: -2.5

[30] COc1ccccc1N(CC(=O)NC1CCCCC1)C(=O)c1cnn(C(C)C)c1
  E coli WT inh: -0.6

Copied from above, entries 29–30
[29] Cc1ccc(C)c(NC(=O)CSc2nnc([C@@H](N)Cc3c[nH]c4ccccc34)o2)c1
  E coli WT inh: -2.5

[30] COc1ccccc1N(CC(=O)NC1CCCCC1)C(=O)c1cnn(C(C)C)c1
  E coli WT inh: -0.6

Remaining list, next part.
[31] CN1CCN(C(=O)COc2ccc3ccccc3c2Br)CC1
  E coli WT inh: -7.2

[32] O=C1CCCC2C3CCCN4CCCC(CN12)C34 (centres undefined)
  E coli WT inh: -18.3

[33] CCc1cccc2c(C#N)cn(CC(=O)N3CCOCC3)c12
  E coli WT inh: -2.1

[34] CCC(=NCCCN1CCOCC1)c1c(O)n(Cc2ccccc2)c(=O)[nH]c1=O
  E coli WT inh: 7.2

[35] Oc1ccc(C2NCc3ccccc3-n3cccc32)cc1Cl (centres undefined)
  E coli WT inh: 7.2

[36] Cn1c(C(=O)N2CCC3(CC2)OCCO3)cc2c(=O)n(C)c3ccccc3c21
  E coli WT inh: 7.3

[37] O=C1NC(=O)N(Cc2ccccc2Cl)C(=O)/C1=C/N1CCOCC1
  E coli WT inh: 0.3

[38] Cc1cc(S(=O)(=O)NC(C)C)ccc1OCC(=O)N1CCN(Cc2ccc3c(c2)OCO3)CC1
  E coli WT inh: -21.5

[39] C=C1CC[C@@]2(O)[C@H]3Cc4ccc(O)c5c4[C@@]2(CCN3CC2CC2)[C@H]1O5
  E coli WT inh: 4.1

[40] CC1=C(C(=O)OC(C)C)[C@]2(C(=O)N(CC(N)=O)c3ccccc32)C(C#N)=C(N)O1
  E coli WT inh: -3.7

[41] O=c1[nH]c(=O)n(CCc2ccc(F)cc2)c(O)c1C=NCCCn1ccnc1
  E coli WT inh: -2.1

[42] c1ccc(Cn2ccnc2)cc1
  E coli WT inh: 4.9

[43] COc1cccc(Oc2c(C)oc3cc(OC(=O)N(C)C)ccc3c2=O)c1
  E coli WT inh: 3.6

[44] CCn1nc(-c2ccccc2)nc2c(=O)n(C)c(=O)nc1-2
  E coli WT inh: 3.8

[45] O=c1[nH]c(=O)n(-c2ccc(F)cc2)c(O)c1C=Nc1ccccc1N1CCCC1
  E coli WT inh: 5.6

A portion of the results above:
[21] CC(C)[C@@]1(NC(=O)[C@@H]2C[C@@H]3c4cccc5[nH]cc(c45)C[C@H]3N(C)C2)O[C@@]2(O)[C@@H]3CCCN3C(=O)[C@H](Cc3ccccc3)N2C1=O
  E coli WT inh: -1.1

[22] Cc1ccc(-n2c(O)c(C=NCCN3CCOCC3)c(=O)[nH]c2=O)cc1
  E coli WT inh: -4.0

[23] CP(C)(=O)CCC(=O)O
  E coli WT inh: 3.8

[24] Cc1ccc(C2SCC(=O)Nc3c2c(=O)[nH]n3C2CCOC(C)(C)C2)cc1 (centres undefined)
  E coli WT inh: -10.6

[25] CNCCc1c[nH]c2ccccc12
  E coli WT inh: 3.5

[26] CC1(C)CC(=O)C=C(NCCN2CCN(C(=O)Cc3ccc(Cl)cc3)CC2)C1
  E coli WT inh: -2.5

[27] C=CCN1C(=O)C2(C(C(=O)OCC)=C(N)Oc3c2c(=O)oc2ccccc32)c2ccccc21 (centres undefined)
  E coli WT inh: 6.0

[28] CC(C)=CCC12CN3CCN(CC(C3)C1=O)C2
  E coli WT inh: -16.1

[29] Cc1ccc(C)c(NC(=O)CSc2nnc([C@@H](N)Cc3c[nH]c4ccccc34)o2)c1
  E coli WT inh: -2.5

[30] COc1ccccc1N(CC(=O)NC1CCCCC1)C(=O)c1cnn(C(C)C)c1
  E coli WT inh: -0.6

[31] CN1CCN(C(=O)COc2ccc3ccccc3c2Br)CC1
  E coli WT inh: -7.2

[32] O=C1CCCC2C3CCCN4CCCC(CN12)C34 (centres undefined)
  E coli WT inh: -18.3

[33] CCc1cccc2c(C#N)cn(CC(=O)N3CCOCC3)c12
  E coli WT inh: -2.1

[34] CCC(=NCCCN1CCOCC1)c1c(O)n(Cc2ccccc2)c(=O)[nH]c1=O
  E coli WT inh: 7.2

[35] Oc1ccc(C2NCc3ccccc3-n3cccc32)cc1Cl (centres undefined)
  E coli WT inh: 7.2

[36] Cn1c(C(=O)N2CCC3(CC2)OCCO3)cc2c(=O)n(C)c3ccccc3c21
  E coli WT inh: 7.3

[37] O=C1NC(=O)N(Cc2ccccc2Cl)C(=O)/C1=C/N1CCOCC1
  E coli WT inh: 0.3

[38] Cc1cc(S(=O)(=O)NC(C)C)ccc1OCC(=O)N1CCN(Cc2ccc3c(c2)OCO3)CC1
  E coli WT inh: -21.5

[39] C=C1CC[C@@]2(O)[C@H]3Cc4ccc(O)c5c4[C@@]2(CCN3CC2CC2)[C@H]1O5
  E coli WT inh: 4.1

[40] CC1=C(C(=O)OC(C)C)[C@]2(C(=O)N(CC(N)=O)c3ccccc32)C(C#N)=C(N)O1
  E coli WT inh: -3.7

[41] O=c1[nH]c(=O)n(CCc2ccc(F)cc2)c(O)c1C=NCCCn1ccnc1
  E coli WT inh: -2.1

[42] c1ccc(Cn2ccnc2)cc1
  E coli WT inh: 4.9

Continuation.
[46] CNC(C(=O)c1ccccc1)C(OC)c1ccccc1 (centres undefined)
  E coli WT inh: -17.6

[47] Cc1ccc2c(c1)[C@@H]1CN(C)CC[C@@H]1N2C(=O)Nc1cccc(C(F)(F)F)c1
  E coli WT inh: -2.4

[48] Cc1occc1C(=O)N1CCC2(CC1)OCCO2
  E coli WT inh: -11.5

[49] COC(=O)C1C2c3ccccc3OC1(C)N=c1s/c(=C/c3cnn(C)c3C)c(=O)n12 (centres undefined)
  E coli WT inh: -2.3

[50] O=C(Nc1cccc(OC(=O)N2CCOCC2)c1)N1CCOCC1
  E coli WT inh: -16.3

[51] O=C(CSc1ccccc1)N1CCC2(CC1)OCCO2
  E coli WT inh: -19.8

[52] CCCC1=C(C(=O)OCC)C2(C(=O)Nc3ccc(C)cc32)C(C#N)=C(N)O1 (centres undefined)
  E coli WT inh: -6.8

[53] CCC(=Nc1ccccc1NC(C)=O)c1c(O)n(C)c(=O)n(C)c1=O
  E coli WT inh: -16.4

[54] CN1C(=O)C(C2(C#N)CCCCC2)C(=O)N(C)C1=O
  E coli WT inh: -25.6

[55] CCOC(=O)c1ccc(N2C(=O)CC(N3CC=C(c4ccc(F)cc4)CC3)C2=O)cc1 (centres undefined)
  E coli WT inh: 0.1

[56] COc1ccc(C(=O)C(C)(C)NO)cc1
  E coli WT inh: 6.5

[57] Cc1ccc(OCC(=O)N2CCN(C)CC2)c(Br)c1
  E coli WT inh: -19.5

[58] Cc1noc(C)c1C(=O)N1CCC2(CC1)OCCO2
  E coli WT inh: -24.6

[59] Cc1[nH]c2ccccc2c1/C=N/O
  E coli WT inh: -18.9

[60] CC(=O)c1c(C)n(CC2CCCO2)c2ccc(O)cc12 (centres undefined)
  E coli WT inh: -2.6

[61] Cc1ccccc1NC1=NCCCS1
  E coli WT inh: 1.4

[62] C[N+]1(C)CCN(c2ccccc2)CC1
  E coli WT inh: -2.3

[63] CCCCn1c(O)c(C(CC)=Nc2cccc(C(=O)O)c2)c(=O)[nH]c1=O
  E coli WT inh: -1.4

[64] CN(C)C(=O)Oc1ccc(OC(=O)c2ccccc2)cc1
  E coli WT inh: -11.4

[65] Cc1ccc(OCC(=O)NCCN2CCN(C(=O)COc3ccc(C)cc3)CC2)cc1
  E coli WT inh: 13.8

[66] CC1CCC(C(=O)NC(C(=O)N2CCC3(CC2)OCCO3)C(C)C)CC1 (centres undefined)
  E coli WT inh: 4.7

[67] O=C(c1sc2ccccc2c1Cl)N1CCC2(CC1)OCCO2
  E coli WT inh: -4.5

[68] CNP1(NC)=NC(C(F)(F)F)=NC(C(F)(F)F)=N1
  E coli WT inh: 8.0

[69] c1ccc(C2NCc3ccccc3-n3cccc32)cc1 (centres undefined)
  E coli WT inh: 6.2

[70] COc1ccc(CN2CCN(c3ccccc3F)CC2)c(OC)c1
  E coli WT inh: 3.1

[71] OCCOCC#CCN1CCOCC1
  E coli WT inh: 15.6

[72] CCOC(=O)N(CC)c1ccc(C(O)(C(=O)OC)C(F)(F)F)cc1 (centres undefined)
  E coli WT inh: -27.6

[73] CC(NC(C)(C)C)C(=O)c1cccc(Cl)c1 (centres undefined)
  E coli WT inh: -1.2

[74] Cc1ccc(C(=O)C2CN3CCC2CC3)cc1 (centres undefined)
  E coli WT inh: -7.8

[75] CCN1CCN(C(=O)COc2ccc(S(=O)(=O)N(C)Cc3ccccc3)cc2)CC1
  E coli WT inh: -18.8

This is a subset, so the mix of outcomes need not match the whole.
